# KDM5B inhibitor = KDM5B demethylase inhibition. Potency, µM (top dose mostly 57.7 µM), inactives show at the highest dose activity change, negative = inhibition, most hits filed as inhibitors. actives 2.6% (n = 220,000). KDM5B demethylase, FDH-coupled NADH fluorescence (FDH is formaldehyde dehydrogenase); active = well fitted inhibition curve with a large enough effect; inconclusive = small, poorly fitted or top-dose-only effect; inactive = no such curve, though single readings can be large or run the other way; also: 0% is about no effect; nearly all actives have a fitted effect of over 70% in size
# Target sequence (Q9UGL1 whole entry, looked up): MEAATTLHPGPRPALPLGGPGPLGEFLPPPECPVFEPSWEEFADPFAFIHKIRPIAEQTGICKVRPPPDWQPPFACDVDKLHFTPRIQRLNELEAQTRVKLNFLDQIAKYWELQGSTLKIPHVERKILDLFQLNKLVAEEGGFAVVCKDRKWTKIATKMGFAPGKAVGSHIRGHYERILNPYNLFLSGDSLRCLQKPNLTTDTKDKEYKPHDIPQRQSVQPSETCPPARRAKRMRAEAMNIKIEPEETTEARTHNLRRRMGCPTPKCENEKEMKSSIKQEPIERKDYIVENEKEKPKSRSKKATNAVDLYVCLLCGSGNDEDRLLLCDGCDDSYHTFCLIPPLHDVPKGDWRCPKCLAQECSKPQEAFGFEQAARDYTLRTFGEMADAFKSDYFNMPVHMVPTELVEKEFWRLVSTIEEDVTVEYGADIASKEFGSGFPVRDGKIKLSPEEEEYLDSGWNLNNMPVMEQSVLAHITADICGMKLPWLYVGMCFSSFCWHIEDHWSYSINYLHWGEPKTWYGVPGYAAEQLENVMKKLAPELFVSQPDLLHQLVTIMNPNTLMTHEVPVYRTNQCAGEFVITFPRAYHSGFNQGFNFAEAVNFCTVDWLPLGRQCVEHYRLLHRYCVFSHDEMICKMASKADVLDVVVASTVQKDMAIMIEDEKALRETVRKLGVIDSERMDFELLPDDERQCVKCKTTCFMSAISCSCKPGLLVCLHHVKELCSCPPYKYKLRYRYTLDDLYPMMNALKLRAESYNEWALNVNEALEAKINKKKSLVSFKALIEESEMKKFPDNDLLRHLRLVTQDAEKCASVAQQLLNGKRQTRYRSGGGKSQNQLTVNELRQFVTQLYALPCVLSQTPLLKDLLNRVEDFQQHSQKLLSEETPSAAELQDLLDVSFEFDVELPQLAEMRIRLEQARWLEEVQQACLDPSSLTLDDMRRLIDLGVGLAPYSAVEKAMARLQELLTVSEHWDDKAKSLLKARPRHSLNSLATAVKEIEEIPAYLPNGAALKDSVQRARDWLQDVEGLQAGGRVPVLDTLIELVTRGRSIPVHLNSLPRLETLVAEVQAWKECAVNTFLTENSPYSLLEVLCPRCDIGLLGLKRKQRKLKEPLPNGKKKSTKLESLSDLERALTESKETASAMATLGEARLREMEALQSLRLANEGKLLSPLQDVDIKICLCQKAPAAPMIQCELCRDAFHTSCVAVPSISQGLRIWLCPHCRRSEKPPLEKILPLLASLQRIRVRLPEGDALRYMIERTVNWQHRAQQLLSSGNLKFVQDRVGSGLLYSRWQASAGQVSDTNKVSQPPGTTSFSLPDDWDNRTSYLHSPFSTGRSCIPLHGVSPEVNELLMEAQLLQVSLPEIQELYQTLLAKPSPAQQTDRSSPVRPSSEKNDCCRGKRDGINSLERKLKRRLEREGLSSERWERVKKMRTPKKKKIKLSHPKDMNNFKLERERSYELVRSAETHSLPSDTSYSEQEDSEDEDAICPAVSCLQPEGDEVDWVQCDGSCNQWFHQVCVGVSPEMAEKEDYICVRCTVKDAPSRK
#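 Measured: NADH fluorescence change, 30 min, RT. System: KDM5BΔAP 200 nM final, H3K4me3 peptide, α-KG, Fe(II), ascorbate, NAD⁺ plus FDH, pH 7.5 HEPES. Compounds: titrated, 10 min pre-incubation with enzyme.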
# Active calls of the source: *; u = inconclusive; [ ] = another dose, or the depositor's remark. Potency is read from the fitted curve at half-maximal effect. These rows are one share of the data, so the mix of outcomes need not match the whole.
smiles | KDM5B inhibitor
CC1(C)[C@H]2CC[C@@H](CNC(=O)c3ccc4c(c3)OCO4)[C@@H]1C2 | 22.4%[86.2 µM]
COc1ccc(S(=O)(=O)N2CCCC(c3nn[nH]n3)C2)cc1 (stereo not drawn) | -13.0%
Cc1ccc(-c2nnn(Cc3coc(-c4ccccc4)n3)n2)cc1 | 18.9%
O=C(N[C@H]1CCN2C(=O)c3ccccc3NC(=O)[C@@H]2C1)c1cnccn1 | -26.9%[86.2 µM]
CC(=O)C1=C(O)C(=O)OC1c1ccc(Cl)cc1 (stereo not drawn) | -26.0%
O=C(Nc1cc(-c2nc3ccccc3s2)ccc1Cl)c1cc2ccccc2o1 | 0.0%
O=C(CCNS(=O)(=O)c1ccc2[nH]c(=O)ccc2c1)N1CCN(c2ccc(Cl)cc2)CC1 | 2.9%
O=C(N[C@H]1C[C@@H](CO)N(Cc2ccco2)C1)c1cccnc1 | -32.2%
COc1ccc(-c2nnc([C@H]3CCN(C(=O)c4ccccc4)C3)o2)cc1 | -10.2%[86.2 µM]
COc1cc(NC(=S)N2CCCC2)cc(OC)c1 | 16.9%
O=C(NCc1nnc2ccc(-c3ccccc3)nn12)c1ccncc1 | 28.2µM*
COc1ccc(NC(=O)c2oc3ccc4c(c3c2C)C(=O)CC(C)(C)O4)cc1OC | u
Cc1ccn2c(Nc3ccc4c(c3)OCCO4)c(-c3ccccc3O)nc2c1 | u
Cc1ccc(C(=O)N/C(=C\c2ccc(-c3ccc(Br)cc3)o2)C(=O)NC(C)(C)C)cc1 | -28.4%
CCCCN(C)C(=O)CSc1nc2ccsc2c(=O)n1-c1cc(F)cc(F)c1 | -13.4%
Cc1noc(C)c1-c1cnc(Nc2ccc(Cl)cn2)c2c1CCO2 | 28.2µM*
CCOC(=O)C1=C(CNCc2cccc(C)c2)NC(=O)NC1c1cc(C)ccc1C (stereo not drawn) | -18.7%
CC(=O)Nc1ccc(C(=O)N[C@@H]2CCOC[C@H]2OCc2ccccn2)cc1 | -11.3%
COc1cccc(-c2ccc(NC(=O)C3CCCN(Cc4cnc(C)s4)C3)cc2)c1 (stereo not drawn) | 1.1%
CC(c1nc(-c2ccc(Cl)cc2)nn1CC(=O)O)N1CCCC1=O (stereo not drawn) | 16.1%
COc1ccc(C(=O)Nc2ccc(N3CCOCC3)cc2)cc1S(=O)(=O)NC1CC1 | 15.4%
CCC(C)NC(=O)CSc1c2c(nc3cc(Cl)ccc13)CCCC2 (stereo not drawn) | 11.0%
N#Cc1cccc(NC(=S)N[C@H]2CO[C@H]3[C@@H]2OC[C@@H]3n2nnnc2Oc2ccc3c(c2)OCO3)c1 | -30.9%
O=C(Nc1ccc(OC(F)(F)F)cc1)C(Cc1ccccc1)C(=O)Nc1ccc(OC(F)(F)F)cc1 | 15.0%
CCCNc1c(NC(=O)c2cc(OC)cc(OC)c2)c(=O)oc2ccccc12 | 12.6%
CC1(C(=O)NC2CCOCC2)COCc2cnc(Nc3ccccc3)nc21 (stereo not drawn) | 9.4%[86.2 µM]
CCC(CC)NC(=O)CSc1nc2cc(S(=O)(=O)N(C)C)ccc2o1 | 15.2%
COc1ccc(-c2cc(C(=O)N3CCCC3)c3ccccc3n2)cc1 | u
COc1cccc(N2C(=O)NC(=NC3CCCC3)C23CCN([S+](=O)([O-])c2ccccc2)C3)c1 (stereo not drawn) | 5.3%[115 µM]
CCOCCCNC(=O)CN1C(=O)CCn2nc(-c3cccn3C)cc21 | -21.9%
CCCn1c2ccccc2c2nnc(SCC(=O)Nc3cccc(C(C)=O)c3)nc21 | -10.6%
CN1CC(=O)N(c2ccc([N+](=O)[O-])cc2)Cc2c1ncnc2N1CCC(N2CCOCC2)CC1 | u
COc1ccccc1C(=O)N1CCC2(CC1)CC(c1cccnc1)=NO2 | -11.4%
O=C1NCCCCCCN(Cc2ccc(F)cc2F)[C@H]2CCC[C@@H]12 | u
Cc1ccc(C(=O)N2CCc3cc(CNC(=O)c4ccc(Br)cc4)ccc32)cc1 | u
Cc1ccc2oc(C(=O)Nc3cccc(C(F)(F)F)c3)cc(=O)c2c1 | -3.4%
Cn1c(=O)c2c(nc(CN(Cc3ccccc3)Cc3ccccc3)n2Cc2ccccc2)n(C)c1=O | 13.7%
CCCCOc1ccc(C(=O)N2CCC(c3n[nH]c(=O)n3Cc3ccc(C)cc3)CC2)cc1 | 14.0%
CCCn1nc(C(=O)NC(c2ccc3c(c2)OCCO3)C(C)C)c2ccccc2c1=O (stereo not drawn) | 12.5%
COc1ccc(CCCN2C(=O)O[C@@H]3CN(C4CCOCC4)C[C@@H]32)cc1 | 30.1%[activator]
CC(NC(=O)C1CCN(c2ccc(C#N)cn2)CC1)c1ccc(F)cc1 (stereo not drawn) | 9.3%
Cc1cccc(CNC(=O)CCCN2C(=O)COc3ccc(C)cc32)c1 | -21.5%
O=C(NCc1ccco1)c1ccc2c(c1)N(Cc1ccccc1F)C(=O)c1ccccc1S2=O (stereo not drawn) | -26.9%
CCOc1ccccc1Oc1c(C)oc2cc(OCC(=O)OC(C)(C)C)ccc2c1=O | -4.8%
CCOc1ccccc1CNC(=O)C1CCN(c2nnc(-n3c(C)ccc3C)s2)CC1 | u
NC(=O)C1CCN(C(=O)CCc2ncc(-c3ccc(F)cc3)o2)CC1 | 12.6%
CCO[C@H]1C[C@@H](O)C12CCN(c1ccc(C#N)cn1)CC2 | -6.3%
O=C(CSc1nc2c(c(=O)n1CCc1ccccc1)SCC2)Nc1ccc(Cl)cc1 | 17.4%
COc1ccc(C(=O)NC(=S)N(C)C2CCCCC2)cc1 | -1.6%
O=C1[C@H]2CCCN2C(=O)C2C[C@@H](NS(=O)(=O)c3cccs3)CCN12 (stereo partly drawn) | u
O=C(CSc1ncnc2nc[nH]c12)Nc1ccc(Oc2ccccc2)cc1 | 8.2%
COc1cccc(C(=O)NCc2cc(=O)n3nc(-c4cccc(C)c4)sc3n2)c1 | 5.0%
CC(=O)N1CCCC(C(=O)N2CCC3(CC2)C(=O)N(C)c2ccccc23)C1 (stereo not drawn) | -5.9%
COc1ccc(-c2ccc(C#N)c(SCC(=O)NCCc3ccccc3)n2)cc1OC | -70.2%
CC(=O)NC1(C)CCN(c2cccc(C(F)(F)F)c2)CC1 | -21.9%[86.2 µM]
COc1ccc(C(=O)NCc2ccc3c(c2)CCN3C(=O)c2ccccc2)cc1 | -0.7%
COc1nc2cc(C)c(C)cc2nc1C(=O)Nc1cccc(C)c1C | -17.3%
O=C(/C=C/c1ccc(Cl)cc1)c1ccccc1O | u
Cc1cccc(C(=O)N2CCC3(CC2)NC(=O)N(Cc2ccccc2)C3=O)c1 | 14.6%
O=C(C1CCCCCC1)N1CCC(n2cc(-c3ccccc3)nn2)CC1 | -25.1%

# In a second layout: results already given
structure: COc1ccc(C(=O)NC(=S)N(C)C2CCCCC2)cc1
  KDM5B inhibitor: -1.6%
structure: O=C(/C=C/c1ccc(Cl)cc1)c1ccccc1O
  KDM5B inhibitor: u
structure: CCOc1ccccc1CNC(=O)C1CCN(c2nnc(-n3c(C)ccc3C)s2)CC1
  KDM5B inhibitor: u

# Next structures.
Compound,KDM5B inhibitor
O=C(Nc1ccc([C@H]2OCC(=O)N(Cc3ccc(F)cc3)[C@@H]2CO)cc1)c1ccccc1,19.1%[86.2 µM]
COC(=O)c1c(C)[nH]c(C(=O)N2CCC(CC(=O)NCc3ccc4c(c3)OCO4)CC2)c1C,10.4%
CO[C@@]1(C)C[C@@H](O)C12CCN(C(=O)CN1CCc3ccccc3C1)CC2,u
CCOC(=O)c1ccc(NC(=O)CC2C(=O)N(c3ccc(F)cc3)C(=O)N2Cc2ccc3c(c2)OCO3)cc1 (stereo not drawn),u
CCOC(=O)C1CCN(C(=O)c2ccc(-c3ccc(N4CCCCCC4)nc3)cc2)CC1,15.8µM*
O=C(CC1CCOC2(CCN(Cc3cccc(F)c3)CC2)C1)NCc1ccncc1 (stereo not drawn),-8.2%
CNC(=O)NC(=O)C(C)OC(=O)c1csc(NCc2ccccc2)n1 (stereo not drawn),-16.7%
Cc1ccc(-c2cc(C(=O)Nc3nnc(C)s3)[nH]n2)c(O)c1,12.2%
CCOc1ccc(N2CC(C(=O)NCc3nnnn3-c3ccc(C)c(C)c3)CC2=O)cc1 (stereo not drawn),-10.9%
Cc1ccc(CN(Cc2ccco2)C(=O)c2cc3ccccc3oc2=O)cc1,10.5%
COc1ccc(CN2CCN(S(=O)(=O)c3ccccc3)CC2)c(OC)c1OC,u
CCN(C(=O)CSc1cc(C)c2cccc(C)c2n1)C1CCS(=O)(=O)C1 (stereo not drawn),15.1%
CC(=O)c1c(C)nc2ccc(Cl)cc2c1-c1ccccc1,4.7%
COc1ccc(C)c2sc(N(Cc3cccnc3)C(=O)CCc3ccccc3)nc12,-2.5%
CCOC(=O)c1ccc(NC(=O)COc2cccc3c(=O)n(C)ccc23)cc1,u
CCCC(=O)N1c2ccccc2-c2nnc(SC)nc2OC1C (stereo not drawn),20.7%
O/N=C1/CCC2CCCC1C2 (stereo not drawn),8.1%
O=C(NC1CCCN(C(=O)C2CC2)C1)c1cccc(Cn2cccn2)c1 (stereo not drawn),-19.9%
Cc1ccccc1CN1CCN(c2oc(C3CC3)nc2C#N)CC1,15.8%
COc1ccc(CCN2CCCC(CN(C)C(=O)c3cnn(C(C)C)c3)C2)cc1 (stereo not drawn),-15.9%
CCn1c(=O)c2cc(C(=O)Nc3cc(OC)c(OC)c(OC)c3)sc2c2ccccc21,u
CC(=O)c1ccc(N2CCN(C(C(=O)O)c3c[nH]c4cc(NC(=O)C(C)C)ccc34)CC2)cc1 (stereo not drawn),-19.4%
CC(=O)SCC(=O)C(C#N)c1ccccn1 (stereo not drawn),-11.3%
CCOC(=O)c1cnc(SCC(=O)Nc2ccc(C)cc2Cl)nc1N,9.7%
CC(C)CN1CC(COc2ccc3ccccc3c2)Oc2ccnc(-c3ccc(OCC(=O)O)cc3)c2C1=O (stereo not drawn),-30.0%
CC(=O)Nc1cc(C(=O)N2CCC(C)CC2)c2ccc(C)nc2c1,22.4µM*
Cc1cc(C)n2ncc(CN3CCn4nc(C(C)O)cc4C3)c2n1 (stereo not drawn),u
CC(C)c1ccc(N2C(=S)N[C@H]3[C@@H](O)[C@H](O)C[C@@H](C(=O)N(C)Cc4ccccc4)[C@H]32)cc1,0.0%
Cc1ccc(NC(=O)c2cnc(N3CCCCC3)c3ccccc23)cc1Cl,u
COc1cc2cc(C(=O)NCC(=O)Nc3nccs3)n(C)c2c(OC)c1OC,u

# 6 of the compounds above, with values ahead of the structure:
KDM5B inhibitor | SMILES
-19.9% | O=C(NC1CCCN(C(=O)C2CC2)C1)c1cccc(Cn2cccn2)c1 (stereo not drawn)
15.8% | Cc1ccccc1CN1CCN(c2oc(C3CC3)nc2C#N)CC1
-15.9% | COc1ccc(CCN2CCCC(CN(C)C(=O)c3cnn(C(C)C)c3)C2)cc1 (stereo not drawn)
u | CCn1c(=O)c2cc(C(=O)Nc3cc(OC)c(OC)c(OC)c3)sc2c2ccccc21
-19.4% | CC(=O)c1ccc(N2CCN(C(C(=O)O)c3c[nH]c4cc(NC(=O)C(C)C)ccc34)CC2)cc1 (stereo not drawn)
-11.3% | CC(=O)SCC(=O)C(C#N)c1ccccn1 (stereo not drawn)

# (list continues)
Compound,KDM5B inhibitor
Cc1ccc(C(=O)NCC(c2ccc(Cl)cc2)N2CCCCC2)cc1 (stereo not drawn),8.9%
CSc1ccc(OC(=O)c2ccccc2F)cc1,12.9%
Cc1ccc(NC(=O)CCc2nc3cc(Cl)ccc3n(CC(C)C)c2=O)cc1,7.9%
CCCCCCOc1ccc(/C=C/C(=O)c2ccc(OC)c(CSCC(=O)O)c2)cc1,u
C=CCN1CCN(C(=O)[C@@H]2C[C@@H](O)CN2C2CCN(C(=O)c3cccc(OC)c3)CC2)CC1,-19.4%
CCOCCCn1c(SCC(=O)OCC)nc2c(sc3ccccc32)c1=O,-11.3%
Cc1ccc2nc(Cl)c3cc(C(=O)N4CCCCC4)sc3c2c1,-5.7%
O=C1CCC(C(=O)N2CCCCCCC2)CN1Cc1cccc(C(F)(F)F)c1 (stereo not drawn),10.6%
Cc1ccn2c(Nc3ccc4c(c3)OCO4)c(-c3ccc(C)o3)nc2c1,u
O=C(C1CC1)N1CCC2(CC1)CC(N1CCN(c3ccccn3)CC1)CCO2 (stereo not drawn),4.7%
COc1cc(NC(=O)c2ccccc2[N+](=O)[O-])ccc1NC(=O)c1cc2ccccc2o1,-25.0%
COc1ccc(Cl)cc1NS(=O)(=O)c1c(C)nc2scc(C)n2c1=O,14.0%
Cc1ncc2n1C(=O)N(C1CCN(C(=O)Nc3ccccc3)CC1)C2,-6.5%[86.2 µM]
CC1(c2ccccc2)N(Cc2ccccc2)C(=O)OC12CCN(Cc1ccccn1)CC2 (stereo not drawn),-19.5%[86.2 µM]
CC(=O)c1ccc(S(=O)(=O)N2CCN(C(=O)COc3cccc(-n4cnnn4)c3)CC2)cc1,-4.4%
O=C(Cn1c(=O)c2cccn2c2ccc(F)cc21)Nc1cccc(F)c1,u
Cc1ccc(CNC(=O)CSc2ncc(S(=O)(=O)c3ccc(Br)cc3)c(=O)[nH]2)cc1,-6.0%
Cc1ccc(NC(=O)/C(C#N)=C/c2cc(C(C)(C)C)c(O)c(C(C)(C)C)c2)cc1C,7.1%
CCc1ccc(NS(=O)(=O)c2c(-c3ccccc3)csc2C(=O)OC)cc1,-9.8%
CC(C)NC(=O)C1CCC(Cn2c(=O)c3sccc3n(CC(=O)NCc3ccccc3)c2=O)CC1 (stereo not drawn),6.0%
COc1ccc(C2(C(=O)N[C@H]3COC[C@H]3Cc3cc(C)no3)CCCC2)cc1,-14.2%

# Screens: PubChem BioAssay, National Center for Advancing Translational Sciences (NCATS)
